Bioassay records: PubChem BioAssay, Broad Institute
PGC1a acetyl inh: inhibitors of PGC1a acetylation signal, primary screen, cell-based, U2OS, AlphaScreen, inhibitor mode | AlphaScreen anti-acetyl-lysine; with virally co-expressed GCN5 acetyltransferase | inhibition, % at 15.6 µM | hit rate 0.17% among 350,000 | AID 651687, 2012;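 active means every replicate shows inhibition of at least 40%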;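 further: 0% = neutral control wells and 100% = positive control wells; some results beyond the cut were filed as inactive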
E-sel inducer: E-selectin induction in HUVECs, primary screen, imaging, HUVEC, immunofluorescence imaging, single point; hit rate 0.37% among 260,000; normalized: neutral wells 0, TNF-alpha wells 100; AID 686992, 2013; P16581; activation, % at 7.58 µM;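 active means mean E-selectin-positive cell signal at least 10% of the positive control, reached in at least 60% of replicates, without over 20% cell loss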;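 further: in these data hits start at about 27%; measured in HUVEC primary endothelial cells; signal is the percent of cells scored E-selectin positive by PE staining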
Target sequence (P16581 whole entry, looked up): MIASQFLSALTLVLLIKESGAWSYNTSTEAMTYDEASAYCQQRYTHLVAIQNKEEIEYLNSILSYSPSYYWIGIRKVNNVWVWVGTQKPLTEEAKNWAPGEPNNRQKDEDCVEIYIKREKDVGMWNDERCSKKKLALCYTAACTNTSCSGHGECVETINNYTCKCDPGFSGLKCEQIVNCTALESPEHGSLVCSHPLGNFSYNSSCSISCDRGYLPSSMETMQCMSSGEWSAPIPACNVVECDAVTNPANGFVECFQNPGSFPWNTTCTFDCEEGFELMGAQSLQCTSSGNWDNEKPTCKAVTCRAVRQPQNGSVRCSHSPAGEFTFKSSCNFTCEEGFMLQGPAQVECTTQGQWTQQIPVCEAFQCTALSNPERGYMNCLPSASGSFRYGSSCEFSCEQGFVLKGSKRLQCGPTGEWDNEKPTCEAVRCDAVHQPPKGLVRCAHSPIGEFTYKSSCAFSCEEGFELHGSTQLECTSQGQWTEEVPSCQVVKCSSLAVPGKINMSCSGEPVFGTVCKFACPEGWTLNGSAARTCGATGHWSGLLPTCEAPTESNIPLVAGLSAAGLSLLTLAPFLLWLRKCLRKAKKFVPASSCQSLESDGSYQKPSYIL
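System: HUVEC, human umbilical vein endothelial cells; quantity: 3,000 cells/well; buffer or medium: EGM-2 medium, gelatin-coated wells; dosing: single-point compound dose; detection: immunofluorescence imaging; evaluation: % PE-positive cells; benchmarks: TNF-alpha, DMSO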
PglD DTNB: C. jejuni PglD acetyltransferase inhibitors, primary screen, biochemical, DTNB colorimetric, single point; UDP-N-acetylbacillosamine N-acetyltransferase PglD (Campylobacter jejuni); purified PglD enzyme, DTNB colorimetric CoA detection; inhibition, % at 12.5 µM; hit rate 0.098% among 360,000; AID 602405, 2012; in the data active means inhibition above about 16%, passing the limit was not always enough; further: strong numbers were not always called active
ERAP1 HTS inh: human ERAP1 aminopeptidase inhibitors, primary screen, biochemical, single point, plate reader | recombinant ERAP1, Leu-AMC fluorescence, 60 min | inhibition, % at 10.7 µM | hit rate 0.15% among 340,000;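 active means mean replicate inhibition of at least 30%, or all replicates individually reaching that 30% level; inactive means mean below 30% and not every replicate reaching it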;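 further: 0% = neutral control wells and 100% = L-leucinethiol positive control wells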
Cneo AK release: Cryptococcus neoformans cell lysis inducers, primary screen, AK release luminescence, single concentration | C. neoformans lysis, adenylate kinase release luminescence, 4 h; normalised: neutral wells 0, clomiphene wells 100 | lysis activity, % at 15 µM | hit rate 0.2% among 360,000 | AID 651654, 2012;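 active means mean lysis activity across replicates of at least 80%, whatever share of replicates individually reach that level; inactive means mean lysis activity below 80%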
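Material: C. neoformans cells | Amount: Yeast cell density of 5 × 10^6 cells/mL | Medium: Fresh YPD growth medium | Dosing: Single dose | Times: Static 4 h at 37 °C with compound, 1 h detection | Detection: AK luminescence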
miR-122 sensor: miR-122 Renilla sensor signal increase in Huh7, primary screen, miR-122 inhibitor project, cell-based, single point, plate reader; activation (reporter increase), % at 12.5 µM; hit rate 0.3% among 340,000; Huh7 miR-122 Renilla luciferase sensor, 48 h; neutral wells = 0, positive control = 100;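 active means mean replicate activation score at least 90 and every replicate individually at or above 90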;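 further: higher luciferase means less miR-122 activity so hits act as miR-122 inhibitors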
RAD52 inh: RAD52 DNA annealing inhibitors, primary screen, biochemical, FRET, single point, set 2; DNA repair protein RAD52 homolog (Homo sapiens), P43351; recombinant RAD52 DNA annealing, FRET fluorescence; inhibition, % at 18.7 µM; hit rate 0.46% among 360,000;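 active means every replicate showing at least 50% inhibition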
Target sequence (P43351 whole entry, looked up): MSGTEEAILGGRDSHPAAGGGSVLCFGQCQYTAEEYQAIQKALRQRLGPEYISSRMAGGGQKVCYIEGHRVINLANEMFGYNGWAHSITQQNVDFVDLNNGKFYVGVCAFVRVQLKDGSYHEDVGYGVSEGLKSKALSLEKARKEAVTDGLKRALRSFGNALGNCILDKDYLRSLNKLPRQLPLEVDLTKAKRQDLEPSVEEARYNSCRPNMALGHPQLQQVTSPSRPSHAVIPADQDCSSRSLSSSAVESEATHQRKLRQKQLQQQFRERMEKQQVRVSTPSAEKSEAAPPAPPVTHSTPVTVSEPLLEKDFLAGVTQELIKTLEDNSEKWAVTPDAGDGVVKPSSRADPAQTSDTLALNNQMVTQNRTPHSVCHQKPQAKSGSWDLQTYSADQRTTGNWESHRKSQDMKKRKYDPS
RAD54 inh: inhibitors of human RAD54 branch migration, primary screen, biochemical, fluorescence, single point | DNA repair and recombination protein RAD54-like (Homo sapiens), Q92698 | RAD54 Holliday junction branch migration, FAM/BHQ fluorescence | inhibition, % at 10.4 µM | hit rate 0.14% among 360,000;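 active means mean normalized replicate activity at least 40 and at least half of replicates scoring 40 or more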;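 further: 0% = median of neutral control wells and 100% = median of positive control wells; inhibitors cause a drop in the FAM fluorescence signal; in these data hits start at about 50%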
An asterisk follows results filed as active; & = joins results of further samples; [ ] = another dose, or the depositor's remark.

For Cc1cc(C)nc(/N=C(\N)Nc2ccc(C(C)C)cc2)n1 the results were PGC1a acetyl inh -8, PglD DTNB 5, ERAP1 HTS inh -3, Cneo AK release -1, miR-122 sensor -5, RAD52 inh 23 and RAD54 inh 12.
`O=C(NN=C1CCC(c2ccccc2)CC1)c1cc2c(s1)CCCC2` (configuration not stated) gave PGC1a acetyl inh 3, PglD DTNB 5, ERAP1 HTS inh 0, Cneo AK release 3, miR-122 sensor -6, RAD52 inh -15 and RAD54 inh -2.
Screening Cc1noc(C)c1NC(=O)Nc1ccc2c(c1)C(=O)N([C@H](C)CO)C[C@H](C)[C@@H](CN(C)S(=O)(=O)c1cccs1)OCCCC[C@H](C)O2 returned E-sel inducer -0.2, PglD DTNB -2, ERAP1 HTS inh -2, Cneo AK release 0, miR-122 sensor -7[16.7 µM], RAD52 inh -31 and RAD54 inh 1.
c1ccc(COc2ccc(OCCOCCn3cncn3)cc2)cc1 was read as PGC1a acetyl inh 1, PglD DTNB -1, ERAP1 HTS inh 11, Cneo AK release -3, miR-122 sensor -13, RAD52 inh -7 and RAD54 inh -8.
`O=C(Cn1[nH]c(=O)c2ccccc2c1=O)NCC1COc2ccccc2O1` (configuration not stated) gave PglD DTNB -1, ERAP1 HTS inh 10, Cneo AK release 2, RAD52 inh -16 and RAD54 inh -11.
Screening O=C(Cn1c(=O)n(-c2cccc(C(F)(F)F)c2)c(=O)c2sccc21)NCC1CCCO1 (configuration not stated) returned E-sel inducer 0.0, PglD DTNB -3, ERAP1 HTS inh 6, Cneo AK release 3, RAD52 inh -1 and RAD54 inh -21.
For O=C(Nc1ccc(C(F)(F)F)cc1)N[C@@H]1CC[C@H](CC(=O)N2CCCCC2)O[C@H]1CO the results were PGC1a acetyl inh -1, E-sel inducer -0.1, PglD DTNB -2, ERAP1 HTS inh -1, Cneo AK release -1, RAD52 inh -11 and RAD54 inh 2.
Screening O=C(Nc1ccccc1F)N1CCCCN2[C@H](CO)[C@@H](c3ccc(C4=CCCC4)cc3)[C@H]2C1 returned E-sel inducer -0.4, PglD DTNB 5, ERAP1 HTS inh 1, Cneo AK release 5, miR-122 sensor -8[16.7 µM], RAD52 inh -2 and RAD54 inh 7.
NS(=O)(=O)c1ccc(Cc2ncc(C(F)(F)F)cc2Cl)s1 was read as PGC1a acetyl inh 9, PglD DTNB -4, Cneo AK release -2, miR-122 sensor 2 and RAD54 inh 3.
`COc1ccccc1CNC(=O)[C@@H]1CCCN1C(=O)C1CCN(S(=O)(=O)c2ccc(C)cc2)CC1` gave PGC1a acetyl inh -6, PglD DTNB 3, Cneo AK release -1, miR-122 sensor 8 and RAD54 inh -7.
C=CCn1c(Cc2cccs2)nnc1SCC(=O)Nc1cc(OC)cc(OC)c1 was read as PGC1a acetyl inh -14, PglD DTNB 0, Cneo AK release 2, miR-122 sensor -4 and RAD54 inh 9.
`Cc1ccc(S(=O)(=O)N(C)C[C@H]2Oc3c(NC(=O)CCCCCC(=O)Nc4ccccc4N)cccc3C(=O)N([C@H](C)CO)C[C@@H]2C)cc1` gave PGC1a acetyl inh -6, E-sel inducer -0.1, ERAP1 HTS inh -4 and RAD52 inh -3.
For CC1CCCCC12NC(=O)N(CC(=O)NCC(=O)Nc1ccc(F)c(F)c1F)C2=O (configuration not stated) the results were PGC1a acetyl inh -11, PglD DTNB -3, ERAP1 HTS inh -3, Cneo AK release -1, miR-122 sensor -6, RAD52 inh -5 and RAD54 inh -15.
Screening C[C@H](CO)N1C[C@H](C)[C@@H](CN(C)C(=O)C2CCCCC2)Oc2ncc(-c3ccccc3F)cc2C1=O returned PGC1a acetyl inh -6, E-sel inducer 0.1, PglD DTNB -1, ERAP1 HTS inh -3, Cneo AK release -2, miR-122 sensor 8[16.7 µM], RAD52 inh 9 and RAD54 inh 9.
Screening CC(C)(C)OC(=O)N1CCCC(C(=O)Nc2cccc(C(=O)NCCc3ccccc3)c2)C1 (configuration not stated) returned PGC1a acetyl inh -22, E-sel inducer 1.3, PglD DTNB -3, ERAP1 HTS inh -5, Cneo AK release 0, miR-122 sensor -3, RAD52 inh -7 and RAD54 inh 9.
For COc1ccc(N2CCN(C(C)C(=O)Nc3nnc(C)s3)CC2)cc1 (configuration not stated) the results were PGC1a acetyl inh 7, E-sel inducer -0.1, ERAP1 HTS inh 0, miR-122 sensor -9 and RAD52 inh 0.
For CCCC(=O)Nc1ccc2c(c1)C(=O)N(C)C[C@H](OC)[C@@H](C)CN(CCc1ccccc1)[C@H](C)CO2 the results were E-sel inducer -0.1, PglD DTNB -35, ERAP1 HTS inh 2, Cneo AK release -1, miR-122 sensor -1[16.7 µM], RAD52 inh 6 and RAD54 inh -3.
For COC(=O)c1ccc(NC(=O)c2cn(-c3cccc(C)n3)cn2)cc1 the results were PGC1a acetyl inh -2, PglD DTNB -8, Cneo AK release 2, miR-122 sensor -3 and RAD54 inh 1.
O=C(Nc1cccc(S(=O)(=O)N2CCCCC2)c1)c1cccs1 was read as E-sel inducer -0.8, PglD DTNB -2, ERAP1 HTS inh -5, Cneo AK release 6, RAD52 inh -7 and RAD54 inh -9.
`Cc1ccc(S(=O)(=O)N(C)C[C@@H]2Oc3ccc(NS(C)(=O)=O)cc3CC(=O)N([C@H](C)CO)C[C@@H]2C)cc1` gave E-sel inducer -0.2&0.7, PglD DTNB -2, ERAP1 HTS inh -3, Cneo AK release -2, miR-122 sensor 1, RAD52 inh -12 and RAD54 inh 0.

A run of entries taken from the entries so far, for reference:
For COc1ccc(N2CCN(C(C)C(=O)Nc3nnc(C)s3)CC2)cc1 (configuration not stated) the results were PGC1a acetyl inh 7, E-sel inducer -0.1, ERAP1 HTS inh 0, miR-122 sensor -9 and RAD52 inh 0.
For CCCC(=O)Nc1ccc2c(c1)C(=O)N(C)C[C@H](OC)[C@@H](C)CN(CCc1ccccc1)[C@H](C)CO2 the results were E-sel inducer -0.1, PglD DTNB -35, ERAP1 HTS inh 2, Cneo AK release -1, miR-122 sensor -1[16.7 µM], RAD52 inh 6 and RAD54 inh -3.

More results.
CCOC(=O)c1c(C)c(C(=O)N2CCN(c3cccc(Cl)c3)CC2)c(C)n1C was read as PGC1a acetyl inh -4, PglD DTNB -3, Cneo AK release -1, miR-122 sensor -2 and RAD54 inh -6.
O=C(NC1CC1)c1sc2cc(F)ccc2c1Cl was read as PGC1a acetyl inh 2, PglD DTNB 3, ERAP1 HTS inh 5, Cneo AK release 2, miR-122 sensor -3, RAD52 inh -17 and RAD54 inh -2.
O=C(CC12CC3CC(CC(C3)C1)C2)NCC(=O)N1CCCC1 was read as PGC1a acetyl inh -3, PglD DTNB 4, Cneo AK release 1, miR-122 sensor 0 and RAD54 inh -3.
For O=C(NCc1ccco1)c1cc(-c2ccccc2)nn1CC1CC(c2cccc([N+](=O)[O-])c2)=NO1 (configuration not stated) the results were PGC1a acetyl inh -26, E-sel inducer 0.0, PglD DTNB -5, ERAP1 HTS inh -1, Cneo AK release 2, miR-122 sensor -5, RAD52 inh -15 and RAD54 inh 1.
Screening CC(=O)N1CCN(C(=S)Nc2ccc(SC(F)F)cc2)CC1 returned PGC1a acetyl inh 6, E-sel inducer 2.2, ERAP1 HTS inh -1, Cneo AK release -2, miR-122 sensor 5, RAD52 inh 4 and RAD54 inh -9.
For CCOC(=O)c1sc2nc(N3CCOCC3)c3c(c2c1N)CC(C)(C)N(C)C3 the results were PGC1a acetyl inh 4, PglD DTNB 6, Cneo AK release 3, miR-122 sensor 7 and RAD54 inh -4.
For Cc1noc(C)c1S(=O)(=O)N(C)C[C@H]1OCCCC[C@H](C)Oc2ccc(NC(=O)C3CCCCC3)cc2C(=O)N([C@H](C)CO)C[C@@H]1C the results were PGC1a acetyl inh -10, E-sel inducer 0.0, PglD DTNB -4, ERAP1 HTS inh -4, Cneo AK release 52, miR-122 sensor 12[16.7 µM], RAD52 inh -19 and RAD54 inh -1.
Nn1c(SCC(=O)Nc2ccc3c(c2)OCCO3)nnc1-c1cccnc1 was read as PGC1a acetyl inh 1, E-sel inducer -0.2, PglD DTNB 0, ERAP1 HTS inh -4, Cneo AK release 2, miR-122 sensor -1, RAD52 inh -11 and RAD54 inh -3.
Cc1cccnc1C(NC(=O)C1CCN(CCCOc2ccccc2)CC1)c1ccc(F)cc1 (configuration not stated) was read as PGC1a acetyl inh -6, E-sel inducer 1.3, PglD DTNB -3, ERAP1 HTS inh -1, Cneo AK release 0, miR-122 sensor -9, RAD52 inh -30 and RAD54 inh 7.
Cc1ccccc1CCNC(=O)C1CC(O)CN1C(=O)Nc1ccccc1 (configuration not stated) was read as PGC1a acetyl inh 1, PglD DTNB 1, ERAP1 HTS inh -4, Cneo AK release 7, miR-122 sensor -3, RAD52 inh 1 and RAD54 inh -2.
Screening COc1ccc(C#Cc2cnc3c(c2)C(=O)N([C@H](C)CO)C[C@H](C)[C@H](CN(C)Cc2cccc(C(F)(F)F)c2)O3)cc1OC returned PGC1a acetyl inh -30, E-sel inducer -0.3, PglD DTNB 0, ERAP1 HTS inh -4, Cneo AK release -7, miR-122 sensor -2[16.7 µM], RAD52 inh -4 and RAD54 inh -4.
For CO[C@H]1CN(C)C(=O)c2ccc(NC(=O)c3nc4ccccc4s3)cc2OC[C@H](C)N(Cc2cncnc2)C[C@H]1C the results were PGC1a acetyl inh -7, E-sel inducer 0.0, PglD DTNB -2, ERAP1 HTS inh -2, Cneo AK release -1, RAD52 inh 5 and RAD54 inh 1.
Screening CCOc1ccc(-c2c(=O)n(OCc3nc4ccccc4[nH]3)c3ccccc3[n+]2[O-])cc1 returned PGC1a acetyl inh 1, E-sel inducer 2.6, ERAP1 HTS inh 2 and RAD52 inh -14.
Screening Cc1nc2ccccc2nc(C)c1=NOCc1cccc(Cl)c1 returned PGC1a acetyl inh -7, E-sel inducer 0.0, PglD DTNB -3, ERAP1 HTS inh 2, Cneo AK release 1, miR-122 sensor -4, RAD52 inh -19 and RAD54 inh 3.
For CC(C)NC(=O)Nc1ccc2c(c1)CC(=O)N([C@H](C)CO)C[C@@H](C)[C@H](CN(C)C(=O)NC(C)C)O2 the results were PGC1a acetyl inh -2, E-sel inducer -0.4, PglD DTNB -1, ERAP1 HTS inh -13, Cneo AK release -1, miR-122 sensor -1[16.7 µM], RAD52 inh 13 and RAD54 inh -11.
`CN(CC(=O)Nc1cc(C(F)(F)F)ccc1-n1cncn1)Cc1ccccc1N1CCOCC1` gave PGC1a acetyl inh 3, E-sel inducer 0.0, PglD DTNB -1, ERAP1 HTS inh 2, Cneo AK release 1, miR-122 sensor 11, RAD52 inh -13 and RAD54 inh -3.
`CCN(CC)CCOC(=O)c1cccc(Br)c1` gave PGC1a acetyl inh -1, PglD DTNB -1, Cneo AK release -1, miR-122 sensor 4 and RAD54 inh -12.
`O=C(N/N=C/c1ccc([N+](=O)[O-])cc1)c1cc(C2CC2)[nH]n1` gave PGC1a acetyl inh 4, E-sel inducer 0.4, PglD DTNB -1, ERAP1 HTS inh 2, Cneo AK release 0, miR-122 sensor 3, RAD52 inh 8 and RAD54 inh -4.
`CCN1CCCC1CNS(=O)(=O)c1ccc(Br)cc1` (configuration not stated) gave PGC1a acetyl inh 9, E-sel inducer 2.2, PglD DTNB 1, ERAP1 HTS inh -2, Cneo AK release 1, miR-122 sensor -5, RAD52 inh -22 and RAD54 inh 6.
